Screening results deposited in PubChem BioAssay by several laboratories.
ANO1 block – TMEM16A chloride channel inhibitors, primary screen, cell-based, HTS; Anoctamin-1 (Mus musculus), Q8BHY3; HEK293 TMEM16A/YFP iodide influx fluorescence, ionomycin; normalized B-score (activity score, 25-100; higher = stronger inhibition) at 10 µM; 310,000 tested, 1.2% active; AID 588511, 2011;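 active means ratio plate-corrected score three or more library SD toward inhibition, starting fluorescence score within five deviations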;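 further: score derived from kinetic fluorescence span divided by baseline fluorescence per well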
Target sequence (Q8BHY3 whole entry, looked up): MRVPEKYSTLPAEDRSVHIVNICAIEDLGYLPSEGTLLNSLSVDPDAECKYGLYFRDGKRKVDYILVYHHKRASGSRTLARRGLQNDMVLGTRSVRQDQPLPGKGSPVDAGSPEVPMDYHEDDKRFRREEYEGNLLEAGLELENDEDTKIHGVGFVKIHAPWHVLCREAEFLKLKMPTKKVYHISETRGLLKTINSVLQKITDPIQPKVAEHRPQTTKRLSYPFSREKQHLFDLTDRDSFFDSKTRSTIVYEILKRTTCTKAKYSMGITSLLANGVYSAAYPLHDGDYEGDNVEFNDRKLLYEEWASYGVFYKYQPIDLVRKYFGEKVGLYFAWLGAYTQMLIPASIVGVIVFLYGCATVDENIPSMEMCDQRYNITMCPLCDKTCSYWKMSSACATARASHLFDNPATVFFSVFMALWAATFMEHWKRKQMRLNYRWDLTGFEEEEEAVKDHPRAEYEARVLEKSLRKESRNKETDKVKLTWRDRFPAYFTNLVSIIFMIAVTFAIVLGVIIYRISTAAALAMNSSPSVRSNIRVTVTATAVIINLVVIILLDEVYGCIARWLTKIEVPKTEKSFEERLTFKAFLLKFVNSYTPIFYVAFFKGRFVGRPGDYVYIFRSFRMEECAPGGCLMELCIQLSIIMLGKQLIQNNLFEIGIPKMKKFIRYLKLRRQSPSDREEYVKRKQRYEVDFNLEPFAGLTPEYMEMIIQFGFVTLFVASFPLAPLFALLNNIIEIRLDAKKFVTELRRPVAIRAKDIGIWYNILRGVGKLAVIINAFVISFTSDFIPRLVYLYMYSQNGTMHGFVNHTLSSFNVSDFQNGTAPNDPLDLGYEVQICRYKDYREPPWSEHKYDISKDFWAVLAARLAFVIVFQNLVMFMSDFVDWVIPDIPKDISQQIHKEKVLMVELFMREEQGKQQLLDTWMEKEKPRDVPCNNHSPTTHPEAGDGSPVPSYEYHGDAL
TRPC4 potent – positive allosteric modulators of TRPC4, primary screen, cell-based, mouse TRPC4beta, HEK293 mu-opioid, Fluo-4 calcium. Short transient receptor potential channel 4 (Mus musculus), Q9QUQ5. DAMGO EC20, Fluo-4 Ca2+ flux; hits give high values. B-score at 10 µM. 310,000 tested, 0.42% active. AID 2227, 2009;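 active means B-score of calcium response area above 5 SD of library B-scores, with initial fluorescence ratio within 5 SD of library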;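 further: B-score of integrated fluorescence ratio over time as area under calcium response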
MrgX1 PAM – positive allosteric modulators of MrgX1, primary screen, HEK293 cells, Fluo-4 calcium flux; Mas-related G-protein coupled receptor member X1 (Homo sapiens), Q96LB2; FDSS; hits give high values; B-score at 10 µM; 310,000 tested, 0.63% active;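 active means plate-corrected calcium response at least 3 library SD above typical, normal starting fluorescence, not activating the receptor alone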;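 further: compound read alongside a low EC10 to EC30 dose of BAM8-22 agonist; peak minus trough fluorescence over baseline measured at the second addition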
SKKanGAS inh – S. pyogenes SKKanGAS growth inhibitors in kanamycin, primary screen, streptokinase expression inhibitor project, SKKanGAS strain, BacTiter-Glo luminescence; 6 h; inhibition, % at 7.5 µM; 300,000 tested, 1.3% active; AID 1662, 2009;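 active means mean replicate score, as percent of positive control median, at least 50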;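 further: strain carries kanamycin resistance gene driven by streptokinase promoter and grows in 40 µg/ml kanamycin; loss of luminescence reflects streptokinase promoter inhibition or plain growth inhibition; 0% = median of DMSO wells and 100% = positive control at its reference dose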
TMEM16A act – TMEM16A chloride channel activators or potentiators, primary screen, cell-based, HTS | Anoctamin-1 (Mus musculus), Q8BHY3 | HEK293 TMEM16A/YFP-H148Q/I152L, iodide quench fluorescence; hits give low values | B-score at 10 µM | 340,000 tested, 0.3% active;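 active means fluorescence-ratio B-score plate-corrected deviation score at least 3 library SD below zero, with starting fluorescence score within 5 deviations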;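 further: channel opened by trigger with iodide after compound preincubation; score built on the fluorescence ratio of max minus min over baseline; more negative score means more quench and so TMEM16A activation or potentiation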
TRPC4 inh – inhibitors of mouse TRPC4 channel, primary screen, Fluo4 calcium, HEK293 TRPC4beta/mu-opioid cells | Short transient receptor potential channel 4 (Mus musculus), Q9QUQ5 | DAMGO-evoked Fluo4 calcium flux; hits give low values | B-score at 10 µM | 300,000 tested, 0.39% active;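 active means B-score over 3 SD under the library average, no early fluorescence shift, positive overall ratio signal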
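Signal: kinetic Fluo4 fluorescence imaging of calcium influx. Material: stable TRPC4beta/mu-opioid receptor HEK293 cells. Probe or stimulus: DAMGO in two steps, submaximal then maximal.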
TRPC6 inh – mouse TRPC6 channel inhibitors, primary screen, cell-based, HEK293, membrane potential dye | Short transient receptor potential channel 6 (Mus musculus), Q61143 | ACh-evoked depolarization; hits give low values | B-score at 10 µM | 310,000 tested, 1.1% active;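 active means B-score under library mean minus 3 SD, initial fluorescence not abnormally high, positive integrated signal ratio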;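 further: B-score derived from integrated fluorescence ratio over the kinetic read; more negative B-score means stronger inhibition of depolarization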
MrgX1 ag – agonists of human MrgX1 receptor, primary screen, HEK293 cells, Fluo-4 calcium flux; Mas-related G-protein coupled receptor member X1 (Homo sapiens), Q96LB2; Fluo-4 calcium fluorescence, agonist mode; hits give high values; B-score at 10 µM; 310,000 tested, 0.44% active; AID 588627, 2011;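 active means calcium response B-score plate-corrected fluorescence ratio at least 3 library SD, with starting fluorescence B-score inside 5 SD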
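Assay system: MrgX1-expressing HEK293 cells / Amount: fifteen thousand cells per well / Doses: test compound in the initial addition of three / Timing: cells plated overnight, dye loaded 0.5 h 37 °C, 0.5 h room temperature / Technique: kinetic calcium dye fluorescence, Fluo-4 NW / Control set: positive and negative controls per plate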
TRPC6 activator – mouse TRPC6 channel activators, primary screen, cell-based, HEK293, membrane potential dye; B-score at 10 µM; Short transient receptor potential channel 6 (Mus musculus), Q61143; 310,000 tested, 0.13% active; HEK293-TRPC6 membrane potential dye fluorescence; hits give high values;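 active means B-score of the integrated fluorescence ratio above library mean plus 3 SD, and starting fluorescence ratio within library mean plus 5 SD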;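 further: higher score means more depolarization so channel activation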
MrgX1 antagonist – antagonists of human MrgX1 receptor, primary screen, HEK293 cells, Fluo-4 calcium flux. 310,000 tested, 1.3% active. B-score at 10 µM. BAM8-22 antagonism; hits give low values. AID 588676, 2011;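 active means calcium-response B-score plate-corrected more than 3 library SD below zero, starting fluorescence within 5 deviations, no agonist response on first addition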;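 further: peak minus trough fluorescence over baseline after final BAM8-22 challenge near maximal dose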
TRPC4 agonist – activators of mouse TRPC4 channel, primary screen, Fluo4 calcium, HEK293 TRPC4beta/mu-opioid cells. B-score at 10 µM. 310,000 tested, 0.49% active. Fluo4 calcium fluorescence; hits give high values;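 active means B-score above 5 SD of library B-scores, and initial fluorescence ratio not above library mean plus 5 SD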;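 further: positive B-score marks a calcium rise read as TRPC4 activation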
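Material: HEK293 stable line with TRPC4beta plus mu-opioid receptor; technique: Fluo4 calcium-sensitive dye fluorescence, kinetic, 1 Hz baseline; timing: Fluo4 dye loading 45 min at room temperature, 110 s recording; controls: assay buffer as low control, maximal DAMGO as high control; read-out: integrated baseline-normalised fluorescence ratio, converted to per-well B score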
* = called active by the depositor; i = inactive; x = no result given.

The line under a structure holds: TRPC4 potent	SKKanGAS inh	TRPC4 inh	MrgX1 PAM	TRPC6 inh	MrgX1 antagonist	TRPC6 activator	ANO1 block	TMEM16A act	TRPC4 agonist	MrgX1 ag
- O=C(CN1CCCCC1)Nc1ccc(S(=O)(=O)N2CCOCC2)cc1
    i	-10.4	i	i	i	i	i	i	i	i	i
- O=C(CCl)c1ccc2c(c1)CCN2C(=O)C1CCCCC1
    i	-7.1	i	i	i	i	i	i	i	i	i
- Cn1cc([N+](=O)[O-])c(C(=O)Nc2ccc(-c3nc4ccccc4o3)cc2)n1
    i	x	i	i	i	i	i	i	i	i	i
- CCNc1nc(NC(C)C)nc(N(n2cnnc2)S(=O)(=O)c2ccc(C)cc2)n1
    i	5.0	i	i	i	i	i	i	i	i	i
- Cc1cc([N+](=O)[O-])nn1CC(=O)N(C)Cc1ccccc1
    i	3.3	i	i	i	i	i	i	i	i	i
- O=C(c1cccc(Br)c1)N1CCN(c2ccccn2)CC1
    i	-6.2	i	i	i	i	i	i	i	i	i
- COC(=O)[C@H]1C2CCC(C(=O)OC)(CC2)[C@H]1C(=O)OC
    i	-11.1	i	i	i	i	i	i	i	i	i
- CC(=O)Nc1sc(C)c(C)c1C(=O)OCC(=O)N(C)C1CCS(=O)(=O)C1 (stereo unspecified)
    i	1.0	i	i	i	i	i	i	i	i	i
- O=C(O)c1ccccc1C(=O)Nc1ccc(-n2ccc(C(F)(F)F)n2)cc1
    i	-4.0	i	i	i	i	i	i	i	i	i
- Cc1cc(-c2ccc(C)c(S(=O)(=O)N3CCN(c4ccc([N+](=O)[O-])cc4)CC3)c2)on1
    i	42.3	i	i	i	i	i	i	i	i	i
- CSc1nsc(/C=C/Nc2ccc(F)cc2F)c1C#N
    i	x	i	i	i	i	i	i	i	i	i
- Cc1c(-c2csc(N)n2)cnn1C
    i	4.2	i	i	i	i	i	i	i	i	i
- CN(C)CCCN(C(=O)C1=COCCO1)c1nc2ccc(Br)cc2s1
    i	3.4	i	i	i	i	i	i	i	i	i
- O=c1c[n+]([O-])c2ccccc2n1OCc1ccccn1
    i	-4.2	i	i	i	i	i	i	i	i	i
- COC(=O)c1sc(NC(=O)CSc2nnnn2C)nc1C
    i	0.4	i	i	i	i	i	i	i	i	i
- COc1cccc(N2C(C(C)=O)=NN(c3ccccc3)C2c2ccc(N3CCOCC3)cc2)c1 (stereo unspecified)
    i	9.9	i	i	i	i	i	i	i	i	i
- CC1(C)CC(=O)C2=C(C1)OC1=C(C(=O)CC(C)(C)C1)C2(C)C
    i	-2.7	i	i	i	i	i	i	x	i	i
- O=C(CC(C(=O)O)c1ccccc1)Nc1ccccc1 (stereo unspecified)
    i	-2.1	i	i	i	i	i	i	i	i	i
- CCOC(=O)CC1(NC(=O)C2CCC(=O)N(CCc3ccccc3)C2)CCCCC1 (stereo unspecified)
    i	3.6	i	i	i	i	i	i	i	i	i
- COc1ccc(N=NC2=C(O)CC(C)(C)CC2=O)c(OC)c1
    i	-2.6	i	i	i	i	i	i	i	i	i
- Cc1cc(=O)[nH]c2nnnn12
    i	3.8	i	i	i	i	i	i	i	i	i
- CCN1C(=O)[C@H]2[C@@H](c3ccc(C)cc3)N3C(=O)N(c4ccc(C(F)(F)F)cc4)C(=O)[C@@]3(Cc3ccccc3)[C@H]2C1=O
    i	-0.2	i	i	i	i	i	i	i	i	i
- CN1CCN(S(=O)(=O)c2cccc(C(=O)Nc3ccccc3N3CCCC3)c2)CC1
    i	-2.9	i	i	i	-4.6*	i	i	i	i	i
- O=C(COC(=O)c1cccs1)Nc1ccc(S(=O)(=O)N2CCOCC2)cc1
    i	-4.9	i	i	i	i	i	i	i	i	i
- Cc1ccc2c(c1)c1c(n2CC2COC(C)(C)O2)C(=O)CCC1 (stereo unspecified)
    i	3.8	i	i	i	i	i	i	i	i	i
- COc1ccc(C(=O)N/C(=C\c2cn(C)c3ccccc23)C(=O)NCCCn2ccnc2)cc1OC
    i	-0.9	i	i	i	i	i	i	i	i	i
- CCCc1nn(C)c2c(=O)[nH]c(-c3cc(S(=O)(=O)N4CCN(C)CC4)ccc3OCC)nc12
    i	-3.8	i	i	i	i	i	i	i	i	i
- O=C(Cc1ccc(Cl)cc1)NNC1CC(=O)N(c2ccc3ccccc3c2)C1=O (stereo unspecified)
    i	-5.9	i	i	i	i	i	i	i	i	i
- CCOC(=O)COc1coc(CN2CCN(c3ccccc3)CC2)cc1=O
    i	-2.2	i	i	i	i	i	i	i	i	i
- COc1ccc(C(CNC(=O)c2cc(=O)[nH]c3ccccc23)N2CCCC2)cc1 (stereo unspecified)
    i	1.2	i	i	i	i	i	i	i	i	i
- Cc1occc1C(=O)NNC(=O)Nc1ccc([N+](=O)[O-])cc1
    i	17.5	i	i	i	i	i	i	i	i	i
- Cc1nnc(NC(=O)C2CCCC2)s1
    i	1.5	i	i	i	i	i	i	i	i	i
- CCOC(=O)C1Cc2ccccc2C(=O)O1 (stereo unspecified)
    i	0.4	i	i	i	i	i	i	i	i	i
- CSc1nnc2c(n1)OC=Nc1ccccc1-2
    i	3.2	i	i	i	i	i	i	i	i	i
- CC(=O)C1C(c2ccc(F)cc2)c2c(noc2C)CC1(C)O (stereo unspecified)
    i	4.3	i	i	i	i	i	i	i	i	i
- Cc1ccc(C)c(NC(=O)Nc2ccc3c(c2)OCO3)c1
    i	0.7	i	i	i	i	i	i	i	i	i
- Cc1ccc(C(=O)NCCN2C3=NC[C@@H](Cc4ccccc4)N3C[C@H]2Cc2ccc(O)cc2)cc1Br
    i	5.6	i	i	i	i	i	i	i	i	i
- CCCc1ccc2oc(C(=O)N(C)Cc3nccs3)c(C)c2c1
    i	1.2	i	i	i	i	i	i	i	i	i
- CCN(CC)S(=O)(=O)c1ccc(NC(=O)c2cccc3c2C(=O)N(CCOC)C3)cc1
    i	-0.2	i	i	i	i	i	i	i	i	i
- CC1=C(C(=O)OC2CCCCC2)C(c2ccc(F)cc2)NC(=O)N1 (stereo unspecified)
    i	-2.5	i	i	i	i	i	i	i	i	i
- Cn1nc(C(F)(F)F)c(/C=N/OC(=O)c2ccccc2)c1Cl
    i	-6.0	i	i	i	i	i	i	i	i	i
- O=C(CC1C(=O)NCCN1Cc1ccccc1)NC1CCCCCC1 (stereo unspecified)
    i	3.0	i	i	i	i	i	i	i	i	i
- O=C(c1ccccc1)N(Cc1ccco1)C1CCS(=O)(=O)C1 (stereo unspecified)
    i	5.8	i	i	i	i	i	i	i	i	i
- CNNC(=S)Nc1cccc(SC)c1
    i	0.0	i	i	i	i	i	i	i	i	i
- O=S(=O)(c1ccc(F)cc1)N1CCN(c2ccccn2)CC1
    i	8.6	i	i	i	i	i	i	i	i	i
- CCOCCCNC(=O)CSCc1nc(-c2ccc(SC)cc2)oc1C
    i	-2.8	i	i	i	i	i	i	i	i	i
- CCc1nc(NCCC(C)C)c(C#N)c2c1CCCC2
    i	5.2	i	i	i	i	i	i	i	i	i
- CCOC(=O)C1(S(=O)(=O)c2ccccc2)CCN(Cc2ccccc2)CC1
    i	3.3	i	i	i	i	i	i	i	i	i
- CCC(=O)Nc1nc(C)cc(SCC(=O)OC)n1
    i	-2.9	i	i	i	i	i	i	i	i	i
- CC1=NNC(=O)/C1=C\c1cn(-c2ccccc2)nc1-c1ccc(F)cc1
    i	-8.3	i	x	i	x	i	x	-6.19*	i	x
- CN(C)S(=O)(=O)N1CCN(S(=O)(=O)c2ccc3ccccc3c2)CC1
    i	0.8	i	i	i	i	i	i	i	i	i
- CCCC12CN3CC(CCC)(CN(C1)C3C(O)C(O)C(O)CO)C2=O (stereo unspecified)
    i	-1.7	i	i	i	i	i	i	i	i	i
- Cc1ccc(/C=N/n2c(-c3cccs3)n[nH]c2=S)cc1
    i	12.1	i	i	i	i	i	i	i	i	i
- O=C(NCc1ccc(F)cc1)C(c1ccco1)N(C(=O)c1csnn1)C1CC1 (stereo unspecified)
    i	-4.1	i	i	i	i	i	i	i	i	i
- CC(Oc1ccc(F)cc1)C(=O)N(CCC1=CCCCC1)c1c(N)n(Cc2ccccc2)c(=O)[nH]c1=O (stereo unspecified)
    i	-0.5	i	i	i	i	i	i	i	i	i
- CCC(C(=O)Nc1sc(C(N)=O)c(C)c1C(=O)OC)c1ccccc1 (stereo unspecified)
    i	x	i	i	i	i	i	i	i	i	i
- COc1ccc(CC/C(C)=N\NC(N)=O)cc1
    i	-0.1	i	i	i	i	i	i	i	i	i
- C=CCn1c(SCC(=O)Nc2nc3ccccc3s2)nnc1-c1ccccc1O
    i	5.8	i	i	i	i	i	100*	i	i	i
- Cc1nc(-n2[nH]c3c(c2=O)CCCC3)[nH]c(=O)c1Cc1ccccc1
    i	94.6*	i	i	i	i	i	i	i	i	i
- Cc1sc2ncnc(N3CCOCC3)c2c1C
    i	4.8	i	i	i	i	i	i	i	i	i

(continued)
The line under a structure holds: TRPC4 potent	SKKanGAS inh	TRPC4 inh	MrgX1 PAM	TRPC6 inh	MrgX1 antagonist	TRPC6 activator	ANO1 block	TMEM16A act	TRPC4 agonist	MrgX1 ag
- COc1cccc(C(=O)c2sc(NC(C)C)nc2N)c1
    i	6.3	i	i	i	i	i	i	i	i	i
- COc1cc(/C=C/C(=O)O)cc(S(=O)(=O)Nc2ccc3c(c2)OCO3)c1OC
    i	-1.3	i	i	i	i	i	i	i	i	i
- O=C(NCc1nc2ccccc2[nH]1)c1ccc(S(=O)(=O)N2CCCC2)cc1
    i	-5.3	i	i	i	i	i	i	i	i	i
- COc1ccccc1OCCC(=O)OCC(=O)Nc1ccc(Br)cc1F
    i	-2.4	i	i	i	i	i	i	i	i	i
